Source: PubChem BioAssay
697 NFkB inh: inhibitors of the PMA/ionomycin-induced NF-kB reporter in 697 B cells; 697 B-cell NF-kB luciferase reporter, 16 h; inhibition, % at 4 µM; hit rate 0.33% among 330,000; AID 435022; in the data active means inhibition above about 35%
Apaf1 inhib: human Apaf-1 inhibition; O14727; reconstituted apoptosome caspase-3 activity, DEVD-Rh110 fluorescence; inhibition, % at 20 µM; hit rate 0.71% among 330,000; AID 489030; active means inhibition of at least 40% at 20 µM;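 further: plate controls were DMSO wells for no effect and DEVD-CHO caspase inhibitor wells for full effect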
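Material: reconstituted apoptosome with Apaf-1, cytochrome c, caspase-9, procaspase-3, dATP / Buffer or medium: pH 7.5 Hepes buffer with CHAPS, BSA, DTT / Also added: cytochrome c with DEVD-Rh110 / Schedule: compound with Apaf-1, dATP, procaspase-3 30 min, then 50 min reaction, room temperature / Technique: rhodamine 110 fluorescence at Ex 480/Em 540 nm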
Gli-Sufu block: Gli-Sufu pathway antagonism; Sufu-KO-LIGHT fibroblasts, Gli luciferase reporter luminescence; AID 588413; inhibition, % at 5 µM; hit rate 0.74% among 340,000;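 active means inhibition above about 55%, limit read from the data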;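 further: 0% = DMSO-treated cells and 100% = wells with medium but no cells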
CCR6 antagonist: blocks CCL20-driven beta-arrestin recruitment at human CCR6. inhibition, % at 20 µM. CHO-K1 CCR6 PathHunter beta-arrestin, luminescence, CCL20-stimulated. AID 493098. hit rate 0.49% among 340,000;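 active means compounds whose inhibition of the agonist-driven luminescence signal at 20 µM reaches about 50%, limit read from the data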;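 further: cells stimulated with CCL20 at 14 nM final; plate controls were DMSO with CCL20 for no effect and DMSO without agonist for full effect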
Target sequence (P51684 whole entry, looked up): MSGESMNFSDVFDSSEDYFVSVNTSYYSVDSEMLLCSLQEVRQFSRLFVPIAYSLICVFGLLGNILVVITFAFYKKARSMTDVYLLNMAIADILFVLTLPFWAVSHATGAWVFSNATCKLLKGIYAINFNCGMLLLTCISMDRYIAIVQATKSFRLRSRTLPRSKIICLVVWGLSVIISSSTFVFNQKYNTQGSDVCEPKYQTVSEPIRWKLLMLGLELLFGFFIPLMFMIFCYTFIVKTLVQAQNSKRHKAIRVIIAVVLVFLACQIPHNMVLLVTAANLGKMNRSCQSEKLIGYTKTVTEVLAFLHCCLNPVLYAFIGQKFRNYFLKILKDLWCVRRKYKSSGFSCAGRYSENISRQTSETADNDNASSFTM
UBC13 polyUb: inhibitors of human UBC13 polyubiquitin chain formation; P61088; TR-FRET; inhibition, % at 20 µM; hit rate 0.47% among 330,000; AID 485273; in the data active means inhibition above about 45%, passing the limit was not always enough
SENP8 block: inhibitors of human SENP8 protease | Q96LD8 | purified SENP8, Z-RLRGG-aminoluciferin cleavage, luminescence | inhibition, % at 10 µM | hit rate 1.2% among 330,000
Target sequence (Q96LD8 whole entry, looked up): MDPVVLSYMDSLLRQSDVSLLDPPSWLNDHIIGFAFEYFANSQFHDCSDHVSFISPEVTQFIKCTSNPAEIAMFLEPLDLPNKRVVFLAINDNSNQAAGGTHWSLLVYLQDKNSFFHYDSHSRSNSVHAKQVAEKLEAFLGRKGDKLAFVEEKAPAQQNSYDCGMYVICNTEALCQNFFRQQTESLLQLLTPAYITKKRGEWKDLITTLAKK
Jurkat NFkB inh: inhibitors of the PMA/ionomycin-induced NF-kB reporter in Jurkat cells; PMA/ionomycin-induced NF-kB luciferase reporter, luminescence; inhibition, % at 4 µM; hit rate 0.53% among 330,000
EBI2 antag: blocks human EBI2 receptor beta-arrestin signaling; P32249; EBI2 beta-arrestin recruitment, luminescence, 7a,25-OHC stimulated; inhibition, % at 5 µM; hit rate 0.81% among 360,000; in the data active means inhibition above about 38%;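 further: enzyme fragment complementation signal reports receptor beta-arrestin coupling in cells; 0% = agonist plus DMSO wells and 100% = wells without agonist; some results beyond the cut were filed as inactive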
Target sequence (P32249 whole entry, looked up, the tested form may be a part): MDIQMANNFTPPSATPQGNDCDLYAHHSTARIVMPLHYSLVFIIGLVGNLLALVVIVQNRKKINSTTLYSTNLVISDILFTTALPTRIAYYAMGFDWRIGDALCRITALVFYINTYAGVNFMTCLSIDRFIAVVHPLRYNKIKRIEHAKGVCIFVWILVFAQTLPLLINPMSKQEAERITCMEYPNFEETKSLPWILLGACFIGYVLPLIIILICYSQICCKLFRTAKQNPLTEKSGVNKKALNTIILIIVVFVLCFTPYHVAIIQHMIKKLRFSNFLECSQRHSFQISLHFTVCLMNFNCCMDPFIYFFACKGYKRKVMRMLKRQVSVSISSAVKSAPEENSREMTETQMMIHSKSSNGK
The depositor's hits bear a star; x = no result given. Unless noted, no stated cut-off is given here; in the data, active means inhibition above about 50%; inactive means the rest. A portion of the library. The share of hits here may be higher or lower than overall.

Results follow in this order: 697 NFkB inh	Apaf1 inhib	Gli-Sufu block	CCR6 antagonist	UBC13 polyUb	SENP8 block	Jurkat NFkB inh	EBI2 antag
- O=C1[C@@H]2Cc3c([nH]c4ccccc34)C(c3cccc([N+](=O)[O-])c3)N2C(=O)CN1CCCO (some centres undefined)
  10	0	3	51*	8	-3	7	10
- COc1cccc(C(=O)NNC2=CC(=O)CC(C)(C)C2)c1
  6	-12	-3	-21	1	2	2	7
- O=C(Cc1ccccc1)NNC(=O)c1cnccn1
  -1	0	-2	10	-2	-1	16	-18
- COC(=O)N1CCN(CCc2ccccc2)CC1
  11	-9	-17	-1	-10	11	-4	-8
- Cc1ccc(-n2cc(C(C)(C)C)[nH]c2=S)cc1
  -5	-2	-4	-8	9	-4	-9	-4
- CCc1ccc2oc(-c3cc(N=Cc4cccc(OC)c4O)ccc3O)nc2c1
  -175	31	-76	-13	-7	92*	-98	x
- CCOC(=O)c1ccc(NC(=O)COC(=O)c2cccc(Oc3ccccc3)c2)cc1
  12	7	-3	-2	9	-3	2	1
- CCOC(=O)Cc1cc(-c2ccc(OC)cc2)nc2ccc3ccccc3c12
  10	1	4	-14	14	-4	1	9
- CC(=O)Nc1ccc(S(=O)(=O)NCCC(=O)Nc2ccc(C)c(F)c2)cc1
  1	8	23	16	7	1	-2	4
- NC(=S)N/N=C/c1ccccc1[N+](=O)[O-]
  13	1	9	-7	-1	3	-8	-5
- CCc1ccc(NC(=O)C2CCCN2S(=O)(=O)c2ccc3c(c2)C(C)(C)C(=O)N3C)cc1 (centres undefined)
  4	0	4	3	1	-8	4	-5
- COc1ccccc1N1CCN(C(=O)C2CCCN(S(=O)(=O)c3ccc4c(c3)CCCN4C(C)=O)C2)CC1 (centres undefined)
  -17	9	41	9	0	1	25	-1
- Cc1ccccc1N1CCN(C(=O)[C@@H]2CCCN2C2=NS(=O)(=O)c3ccccc32)CC1
  14	10	3	7	8	6	-2	-13
- CCOc1ccc(CNc2ccc(S(N)(=O)=O)cc2)cc1
  9	-6	-5	15	3	-4	-2	-7
- C=C1N(c2ccccc2)C(=O)OC1(C)C
  -26	-12	-6	8	1	-3	16	-5
- COc1ccc(-c2nc3ccccc3c(=O)n2NC(=S)N(C)C)cc1
  14	0	-6	9	1	-8	-10	6
- Cc1cccc(NC(=O)N2CCC(c3nc4ccccc4o3)CC2)c1
  16	-17	6	-8	5	-3	5	20
- Cc1c(Br)cc(C(=O)NC2CCCCC2)c(C)c1C
  10	9	1	2	9	0	2	8
- CCOc1ccc(NC(=O)[C@@H]2CCCN2C(=O)c2cccs2)cc1S(=O)(=O)N1CCCCC1
  12	4	-1	13	11	-7	-11	-10
- Cc1ccc(C)c(NCc2ccccc2CO)c1
  9	-2	2	0	-9	-10	-9	-4
- O=C(c1cc(N2C(=O)C3C4CCC(C4)C3C2=O)ccc1Cl)N1CCN(c2ccc(F)cc2)CC1 (centres undefined)
  -16	16	-17	-20	5	-1	7	-8
- CCCCSc1nc2c(cnn2-c2ccc(C)c(C)c2)c(=O)[nH]1
  0	6	2	1	-20	5	-1	9
- Nc1nc(SCC(=O)Nc2cc(Cl)ccc2Cl)n[nH]1
  -3	-1	3	9	23	11	-2	-7
- Cc1cc(C(=O)COC(=O)c2ccc(NC(=O)CC#N)cc2)c(C)n1-c1ccc(OC(F)F)cc1
  9	0	2	9	-13	0	8	22
- O=C(NCCCN1CCN(c2ccccc2F)CC1)C1CCCN(S(=O)(=O)c2cnc[nH]2)C1 (centres undefined)
  -2	-6	0	0	0	-4	-3	-3
- CCOCCCNC(=O)C(NC(=O)c1ccc(=O)[nH]c1)c1ccccc1 (centres undefined)
  -27	3	-3	-3	-2	-1	-18	2
- CC1CCC(=O)N(CCSc2ccccc2)CC1 (centres undefined)
  -156	1	-73	19	-16	-13	-116	5
- Cc1ccc(-c2nnc3ccc(SCC(=O)N4CCc5ccccc54)nn23)cc1
  -6	14	-17	3	40	0	-2	29
- CCCCn1c(CN2C(=O)c3ccccc3C2=O)nc2ccccc2c1=O
  -17	8	3	15	-12	3	-18	3
- N/C(=N\OC(=O)CCC1CCCC1)c1cccc([N+](=O)[O-])c1
  -35	-2	1	4	-8	-9	-15	4

Results follow in this order: 697 NFkB inh	Apaf1 inhib	Gli-Sufu block	CCR6 antagonist	UBC13 polyUb	SENP8 block	Jurkat NFkB inh	EBI2 antag
- Cc1cc(C)nc(Nc2ncc(O)n2-c2ccccc2)n1
  -8	5	-1	5	4	1	-9	-8
- OCC(O)CN1CCCC1 (centres undefined)
  7	-9	12	3	6	5	-12	1
- CC12CN(C(=O)c3ccco3)CC(c3ccccc3)(CN(C(=O)c3ccco3)C1)C2=O
  1	2	10	24	-1	-5	2	-1
- CCOC(=O)N1CCN(C(=O)CNC(=O)c2ccc(Br)o2)CC1
  0	-6	4	2	0	-1	-8	-3
- COc1ccc(-c2cc(C(=O)N/N=C(\C)c3cccnc3)c3ccccc3n2)cc1
  -30	6	-54	14	4	6	-33	-2
- CCN(CC)S(=O)(=O)c1cccc(C(=O)NCc2ccccc2)c1
  -2	-19	3	11	-1	7	-12	4
- FC(F)Oc1ccc(C2N=C(c3ccccc3)NO2)cc1 (centres undefined)
  -139	12	-108	0	7	54*	-128	2
- O=C(COC(=O)CCC(=O)c1cccs1)Nc1ccccc1[N+](=O)[O-]
  -9	11	-11	-5	-9	-8	-10	-3
- Cc1c(-n2c(O)c(C3=c4ccccc4=NC3=O)sc2=O)c(=O)n(-c2ccccc2)n1C
  4	-4	3	-1	-16	1	9	-7
- C=CCn1c(N2CCOCC2)nc2c1c(=O)[nH]c(=O)n2C
  22	-6	17	5	-1	5	6	0
- Cc1ccccc1N(C(=O)Cc1c[nH]c2ccccc12)C(C(=O)NC1CCCCC1)c1ccco1 (centres undefined)
  -8	23	2	3	-11	-6	-5	-2
- CCC(=O)Nc1cccc(C(=O)/C=C/c2ccccc2)c1
  -22	11	-16	17	-4	-15	-24	-36
- Cn1cc(Cl)c(-c2nc3ccccc3[nH]2)n1
  -51	6	-79	3	0	-8	-69	-8
- COc1cccc(/C=C/C(=O)OCC(=O)NC2CC2)c1OC
  -1	-8	-2	7	12	1	-6	1
- O=C(Nc1nnc(-c2cccs2)o1)c1cccc(F)c1
  10	-7	50	22	-24	19	0	-6
- COc1ccc(S(=O)(=O)N2CCN(c3ncccn3)CC2)cc1OC
  -46	-3	-12	-2	-4	-3	-30	-6
- CCc1ccc(-c2cc(C)no2)cc1S(=O)(=O)N1CCN(c2ccccc2F)CC1
  -19	23	7	4	-9	5	31	9
- Cc1ccc(S(=O)(=O)NC(=NCC(=O)O)c2ccc(F)cc2)cc1
  11	2	-5	-2	-10	-7	-10	3
- COCCCN(C(=O)Cc1ccc(Cl)c(Cl)c1)c1c(N)n(Cc2ccccc2)c(=O)[nH]c1=O
  3	-19	-1	3	2	6	5	-11
- COc1ccc(S(=O)(=O)N2CCN(S(=O)(=O)c3ccc4c(c3)OCCO4)CC2)cc1
  19	8	6	7	3	1	21	8
- O=C(Nc1ccc2nc(C3CC3)n(Cc3ccccc3)c(=O)c2c1)C1CC1
  -91	0	-65	9	-5	-35	-54	-2
- O=C(NCCNC(=O)c1ccc(Cl)cc1Cl)c1ccccn1
  -1	-1	-1	9	-3	-1	-2	-19
- O=C1OCCC1Sc1nnnn1-c1ccc(Cl)cc1 (centres undefined)
  8	-5	12	-10	-3	-11	0	-12
- COc1ccc(CNCc2ccc(C)cc2)c(OC)c1
  13	-10	18	12	7	23	-7	-1
- CC(C)Cc1nc(N2CCOCC2)c(C#N)c2c1COC(C)(C)C2
  -13	12	4	-2	16	1	1	21
- CCOc1ccc(NC(=O)C2C3C=CC4(O3)C2C(=O)N(Cc2cccnc2)C4C(=O)NC2CCCCC2)cc1 (centres undefined)
  -3	-6	10	-10	0	8	-6	-6
- COC(=O)c1ccccc1C(=O)N1CCOCCN(C(=O)c2ccccc2C(=O)OC)CCOCC1
  -5	-11	30	2	4	-6	-5	-11
- CC1CCCN(CC(O)COc2ccc(-c3ccccc3)cc2)C1 (centres undefined)
  -13	5	33	13	1	-2	6	-8
- CSc1nc2nc3c(cc2c(=O)n1-c1ccccc1C)CCCC3
  -23	-15	30	8	5	10	18	-12
- O=C(CCCSc1nc2ccccc2[nH]1)Nc1nnc(-c2ccccc2)o1
  7	10	0	15	-12	0	-8	-3

Results follow in this order: 697 NFkB inh	Apaf1 inhib	Gli-Sufu block	CCR6 antagonist	UBC13 polyUb	SENP8 block	Jurkat NFkB inh	EBI2 antag
- Cn1cccc1C(=O)NC(=O)COC(=O)CC12CC3CC(CC(C3)C1)C2
  4	17	-6	5	10	-5	-2	-1
- COc1ccc2[nH]c(=O)c(CN(C)C(=O)COc3ccccc3)cc2c1
  -1	5	-2	22	4	-2	-6	1
- NC(=O)NC(=O)COC(=O)c1ccc(Cl)c(S(=O)(=O)N(Cc2ccccc2)c2ccc(Cl)cc2)c1
  13	17	-4	17	11	-8	3	30
- CC(C)(C)/C(COc1ccccc1[N+](=O)[O-])=N/O
  2	4	-14	16	-4	-11	2	4
- Cc1ccc(N(CC(=O)NC2CCCCC2C)S(=O)(=O)c2c(C)nn(C)c2C)cc1 (centres undefined)
  2	1	-18	11	10	1	0	4
- COC(=O)c1cn(NC(=O)c2cccc(OC)c2)c(=O)c2ccccc12
  6	5	7	13	7	-5	5	0
- S=C(NCc1ccc(Cl)cc1)NC1CCN(Cc2ccccc2)CC1
  -10	4	48	12	17	0	17	5
- CN(C(=O)COc1ccc2c(-c3ccccc3)cc(=O)oc2c1)C1CCS(=O)(=O)C1 (centres undefined)
  9	1	34	14	3	1	12	2
- Cc1n[nH]c(C)c1S(=O)(=O)NCCc1ccc(Cl)cc1
  13	-2	-4	-6	5	-6	-2	-7

Compound profiles, from the list above.
Profile of NC(=O)NC(=O)COC(=O)c1ccc(Cl)c(S(=O)(=O)N(Cc2ccccc2)c2ccc(Cl)cc2)c1 → 697 NFkB inh = 13; Apaf1 inhib = 17; Gli-Sufu block = -4; CCR6 antagonist = 17; UBC13 polyUb = 11; SENP8 block = -8; Jurkat NFkB inh = 3; EBI2 antag = 30
Profile of Cc1n[nH]c(C)c1S(=O)(=O)NCCc1ccc(Cl)cc1 → 697 NFkB inh = 13; Apaf1 inhib = -2; Gli-Sufu block = -4; CCR6 antagonist = -6; UBC13 polyUb = 5; SENP8 block = -6; Jurkat NFkB inh = -2; EBI2 antag = -7
